Source: PubChem
KCNQ1 block: inhibitors of human KCNQ1 channel, primary screen, cell-based, thallium flux, high-throughput | B-score at 10 µM | Potassium voltage-gated channel subfamily KQT member 1 (Homo sapiens), P51787 | 310,000 compounds, 1.3% hits | CHO-K1 KCNQ1, FluxOR thallium flux fluorescence; stronger effect = higher value;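 active = compounds whose thallium flux B-score, printed positive for inhibition, exceeds three library SD while starting fluorescence stays within three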;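 note: channel opened by potassium depolarization with thallium stimulus after 20 min compound exposure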
KCNK9 inh: KCNK9 potassium channel inhibitors, primary screen, HEK293 cells, thallium flux. Potassium channel subfamily K member 9 (Homo sapiens), Q9NPC2. FluxOR thallium flux fluorescence; stronger effect = lower value. B-score at 10 µM. 310,000 compounds, 1.2% hits;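 active = ratio B-score over 3 SD below the library mean, with starting fluorescence within 5 SD of its mean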;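 note: negative B-score means less thallium flux so channel inhibition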
GSK3A inh: blockers of GSK3A enzyme activity – biochemical, luminescence, cell-free homogeneous, HTS, primary screen; Glycogen synthase kinase-3 alpha (Homo sapiens), P49840; GSK-3 alpha kinase, ADP-Glo luminescence, 60 min; inhibition, % at 10 µM; 320,000 compounds, 0.1% hits; AID 2650, 2010;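 in the data active = inhibition above about 50%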;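 note: GST-tagged GSK-3 alpha with peptide substrate and 25 µM ATP; 0% = DMSO neutral wells and 100% = GW8510 positive control wells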
GSK3beta inhib: human GSK3beta kinase inhibitors, primary screen, biochemical, cell-free homogeneous, HTS | GST-GSK3beta kinase, ADP-Glo luminescence, 60 min; stronger effect = lower value | activity score (negative = inhibition), % at 10 µM | 300,000 compounds, 0.038% hits | AID 2097, 2009;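 active = more than half of replicate wells score below -50%, meaning over 50% inhibition versus plate controls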;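 note: 0% = median DMSO wells and -100% = median GW8510 positive control wells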
Target sequence (P49841 whole entry, looked up): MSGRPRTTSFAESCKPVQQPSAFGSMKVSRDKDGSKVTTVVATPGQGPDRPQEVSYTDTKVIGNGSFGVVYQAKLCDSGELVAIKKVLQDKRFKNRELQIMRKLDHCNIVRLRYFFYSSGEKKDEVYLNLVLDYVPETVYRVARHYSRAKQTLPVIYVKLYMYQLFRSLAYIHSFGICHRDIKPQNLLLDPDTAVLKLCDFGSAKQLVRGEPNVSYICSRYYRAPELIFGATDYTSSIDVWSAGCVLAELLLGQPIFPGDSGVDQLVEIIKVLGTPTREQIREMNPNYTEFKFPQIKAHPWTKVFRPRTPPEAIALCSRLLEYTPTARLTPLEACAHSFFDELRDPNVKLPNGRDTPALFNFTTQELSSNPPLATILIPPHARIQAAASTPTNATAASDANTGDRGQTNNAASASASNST
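test system = GST-tagged human GSK3beta kinase, cell-free | reagent = 25 µM ATP with peptide substrate | dosing = one dose of 10 µM per compound | schedule = 60 min reaction, RT | detection = luminescent ADP-Glo measurement of ADP formed | control set = DMSO neutral wells and GW8510 at 20 µM as positive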
PolyA inh: polyadenylation inhibitors in yeast reporter cells, primary screen, luminescence, S. cerevisiae; S. cerevisiae SKY197-pL101 polyadenylation reporter, beta-gal luminescence; efflux-impaired pdr1/pdr3 knockout yeast; score 100 = 6 SD above DMSO; AID 1875, 2009; calls only at 12 µM; 300,000 compounds, 0.02% hits;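 active = lowest replicate activity score at least 50, where 100 means six control SD above control mean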;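 note: yeast exposed to compound for 9 h at 30 °C; higher score means more reporter readthrough which indicates perturbed polyadenylation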
RGS4 pot: RGS4 potentiators or activators, primary screen, cell-based, HEK293 M3R inducible RGS4, calcium flux; carbachol calcium flux Fluo4; stronger effect = lower value; B-score at 10 µM; 310,000 compounds, 0.92% hits;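 active = B-score of the integrated calcium signal more than 4 SD below the library mean, with starting fluorescence not abnormally high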;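 note: negative B-score means reduced calcium response which marks RGS4 activation or potentiation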
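Material: Inducible-RGS4 HEK293 cells carrying M3 receptor; also added: carbachol at ECmax as muscarinic agonist stimulus; incubation: compound preincubation 20 min at room temperature before agonist; signal: Fluo4-AM (2 µM) calcium-flux fluorescence, kinetic read; measure: integrated calcium ratio converted to B score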
RGS4 inh: RGS4 inhibitors, primary screen, cell-based, HEK293 M3R inducible RGS4, calcium flux; 310,000 compounds, 0.45% hits; Regulator of G-protein signaling 4 (Homo sapiens), P49798; B-score at 10 µM; AID 463165, 2010; Fluo-4 calcium flux; stronger effect = higher value; triggered by carbachol at its EC20;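 active = B-score, a plate-corrected calcium signal, over three deviations above library mean, with baseline fluorescence within five deviations of library mean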;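 note: RGS4 expression induced by doxycycline in cells with stable M3 receptor; B-score is computed from the integrated fluorescence ratio over baseline after carbachol; higher B-score means a larger calcium signal and so more RGS4 inhibition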
Target sequence (P49798 whole entry, looked up): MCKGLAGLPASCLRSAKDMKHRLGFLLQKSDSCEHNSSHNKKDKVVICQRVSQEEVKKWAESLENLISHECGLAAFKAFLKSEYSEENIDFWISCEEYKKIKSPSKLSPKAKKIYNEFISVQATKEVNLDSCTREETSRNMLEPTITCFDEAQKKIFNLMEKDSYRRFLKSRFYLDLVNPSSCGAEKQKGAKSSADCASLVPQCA
hERG protect: hERG rescue from dofetilide block, primary screen, cell-based, CHO-hERG, FluxOR thallium flux, dofetilide IC70; Voltage-gated inwardly rectifying potassium channel KCNH2 (Homo sapiens), Q12809; dofetilide IC70 present; activation (rescue from dofetilide block), less the hit threshold, % at 10 µM; 310,000 compounds, 0.51% hits;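 active = activation above the mean of controls blocked by dofetilide plus 5 SD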;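 note: thallium influx through hERG after potassium depolarization seen as dye fluorescence rise; in these data hits start at about 4.7%; inactives centre near -7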
KCNK3 block: human KCNK3 channel inhibitors, primary screen, CHO cells, FluxOR thallium flux, B-score. Potassium channel subfamily K member 3 (Homo sapiens), O14649. FluxOR fluorescence; stronger effect = lower value. B-score at 10 µM. 340,000 compounds, 0.84% hits;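 active = B-score under library mean minus 4 SD, starting fluorescence ratio at most library mean plus 5 SD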;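 note: more negative B-score means stronger inhibition of thallium flux through KCNK3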
Target sequence (O14649 whole entry, looked up): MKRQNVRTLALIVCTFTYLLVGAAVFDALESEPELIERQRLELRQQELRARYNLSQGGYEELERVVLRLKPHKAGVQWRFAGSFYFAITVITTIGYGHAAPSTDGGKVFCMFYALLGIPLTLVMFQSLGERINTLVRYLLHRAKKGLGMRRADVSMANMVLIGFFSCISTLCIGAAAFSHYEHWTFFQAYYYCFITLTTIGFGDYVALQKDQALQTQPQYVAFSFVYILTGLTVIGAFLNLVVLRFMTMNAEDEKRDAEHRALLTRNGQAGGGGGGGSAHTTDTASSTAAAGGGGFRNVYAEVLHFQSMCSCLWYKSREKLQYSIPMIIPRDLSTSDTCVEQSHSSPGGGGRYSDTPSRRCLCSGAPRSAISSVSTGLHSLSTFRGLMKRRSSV
DYRK1A inh: rat Dyrk1A kinase inhibitors, primary screen, biochemical, single point, plate reader; inhibition, % at 12.5 µM; 310,000 compounds, 0.43% hits; ADP-Glo luminescence, NFATc1 peptide; Dual specificity tyrosine-phosphorylation-regulated kinase 1A (Rattus norvegicus), Q63470; in the data active = inhibition above about 50%;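 note: plate controls were vehicle with enzyme for no effect and no enzyme for full effect; many of its hits are not listed in these tables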
KCNQ1 act: potentiators or activators of KCNQ1 channel, primary screen, cell-based, thallium flux, high-throughput. Potassium voltage-gated channel subfamily KQT member 1 (Homo sapiens), P51787. CHO-K1 KCNQ1, thallium flux FluxOR fluorescence; stronger effect = higher value. B-score at 10 µM. 310,000 compounds, 0.35% hits. AID 2648, 2010;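 active = fluorescence ratio B-score, a plate-corrected score, at least three library SD, with initial intensity B-score within 5 SD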
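assay system = KCNQ1-transfected CHO-K1 cells | medium = assay buffer with matched DMSO | probe or stimulus = depolarizing K+/Tl+ stimulus, K2SO4 and Tl2SO4 each 12.5 mM in 5x stock | dosing = single dose | incubation = dye 90 min, compound 20 min, room temperature | detection = kinetic FluxOR fluorescence, 10 s baseline plus 110 s post-stimulus | evaluation = ratio B score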
* = called active by the depositor; i = inactive; . = no result given.

Sample of the layout (2 entries):
SMILES	KCNQ1 block	KCNK9 inh	GSK3A inh	GSK3beta inhib	PolyA inh	RGS4 pot	RGS4 inh	hERG protect	KCNK3 block	DYRK1A inh	KCNQ1 act
Cc1cc(NC(=O)COc2cccnc2[N+](=O)[O-])no1	i	i	-1	-25	i	i	i	-11	i	.	i
C=CCn1c(COc2ccc(F)cc2)nnc1SCC(=O)Nc1cccc(S(N)(=O)=O)c1	i	i	-3	1	i	i	i	-8	i	6	i

All compounds of this part, from the first entry:
SMILES	KCNQ1 block	KCNK9 inh	GSK3A inh	GSK3beta inhib	PolyA inh	RGS4 pot	RGS4 inh	hERG protect	KCNK3 block	DYRK1A inh	KCNQ1 act
Cc1cc(NC(=O)COc2cccnc2[N+](=O)[O-])no1	i	i	-1	-25	i	i	i	-11	i	.	i
C=CCn1c(COc2ccc(F)cc2)nnc1SCC(=O)Nc1cccc(S(N)(=O)=O)c1	i	i	-3	1	i	i	i	-8	i	6	i
CC(Sc1nc2ccccc2s1)C(=O)NCc1ccc2c(c1)OCO2 (configuration not stated)	i	i	-1	-3	i	i	i	-9	i	2	i
Cc1ccc(C(=O)OC(C)CN2CCOCC2)cc1 (configuration not stated)	i	i	14	-2	i	i	i	-10	i	-1	i
Cc1cc(O)c(Sc2ccccc2)c(=O)o1	i	i	0	-3	i	i	i	-3	i	.	i
COc1cc(C=O)ccc1OCCCOc1ccccc1C(=O)O	i	i	1	4	i	i	i	-8	i	-4	i
CCC(=O)Nc1c(C)c(CC)nc2ccccc12	i	i	-5	-1	i	i	i	-11	i	4	i
CCSc1nnc(NC(=O)CSC2=NCCS2)s1	i	i	-4	-4	.	i	i	1	i	4	i
COc1ccccc1CNc1ccc2nnc(CCNC(=O)c3ccc(C)cc3)n2n1	i	i	-1	3	i	i	i	-10	i	.	i
Cc1ccc(-c2n[nH]c(=S)n2/N=C/c2cccn2C)cc1	i	i	9	1	.	i	i	-6	i	15	i
O=C(CCCN1C(=O)C(c2ccccc2)Oc2cccnc21)NCc1ccccc1Cl (configuration not stated)	i	i	-3	-2	i	i	i	-2	i	-4	i
CCc1nc(SCc2ccccc2C)n[nH]1	i	i	1	-4	i	i	i	-4	i	1	i
CCOC(=O)c1c(NC(=O)CN2CCCc3ccccc32)sc(C)c1CC	i	i	2	0	i	i	i	-9	i	-5	i
COc1ccc(-c2c(C)nn(Cc3ccccc3)c2N)cc1	i	i	0	-3	i	i	i	-9	i	17	i
O=c1[nH]c(N2CCc3ccccc32)nc2c1CCCC2	i	i	1	-1	i	i	i	-2	i	6	i
Cc1nc(C)c(C(=O)C2=C(O)C(=O)N(CCN3CCOCC3)C2c2ccco2)s1 (configuration not stated)	i	i	-1	0	i	i	i	-5	i	7	i
O=C(Nc1nc(-c2ccccn2)cs1)c1ccc(Br)s1	i	i	-3	1	i	i	i	-11	i	4	i
CCCN(CCC)CCCNC(=O)c1cn(CC)c2ccc(S(=O)(=O)N(C)C3CCCCC3)cc2c1=O	i	i	1	0	i	i	i	-9	i	-4	i
CC(C)NC(=O)CN(C(=O)CCC(=O)Nc1ccccn1)c1ccc(F)c(Cl)c1	i	i	-2	-1	i	i	i	-4	i	-4	i
S=c1[nH]nc(Nc2ccccc2)s1	i	i	2	-1	i	i	i	-9	i	-2	i
CC(=O)C1CCCN(C(=O)c2ccc3nc(Cc4cccc(Cl)c4)oc3c2)C1 (configuration not stated)	i	i	-2	-2	i	i	i	-10	i	-10	i
COc1ccc(C(=O)/C=C/Nc2ccc(S(N)(=O)=O)cc2)cc1OC	i	i	-2	-3	i	i	i	-7	i	-7	i
CC1CC(C)(C)NC(=S)N1CC(=O)N1CCN(Cc2ccccc2)CC1 (configuration not stated)	i	i	.	.	i	i	i	-10	i	.	i
CSCCC(NS(=O)(=O)c1ccc(Br)cc1)C(=O)OCC(=O)NC1CC1 (configuration not stated)	i	i	-1	2	i	i	i	-2	i	-2	i
Cc1c(NC(=O)Nc2cc(Cl)ccc2Cl)c(=O)n(-c2ccccc2)n1C	i	i	0	5	i	i	i	-5	i	.	i
CCOc1ccc(C2=Nn3c(nnc3-c3ccccc3)SC2)cc1Cl	i	i	.	-2	i	i	i	-13	i	-1	i
CC(C)CCNc1nc2c(c(=O)n(Cc3cccc(F)c3)c(=O)n2C)n1C	i	i	-1	-1	i	i	i	-19	i	5	i
CN(C(=O)CSc1ncnc2sc(-c3ccccc3)cc12)C1CCS(=O)(=O)C1 (configuration not stated)	i	i	-1	0	i	i	i	49*	i	7	77*
COc1cccc(NC(=O)c2cccc(N3C(=O)C4CCC(C)CC4C3=O)c2)c1 (configuration not stated)	i	i	-2	1	i	i	i	-14	i	14	i
Cc1ccc(C)c(Nc2cc(C)nc3ccccc23)c1	i	i	-1	2	i	i	i	-13	i	-5	i
CCOc1ccc(OCC)c(NS(=O)(=O)c2ccc3c(c2)CCN3C(=O)C2CCC2)c1	i	i	-3	-2	i	i	i	-5	i	33	i
CCC(C)(C)NC(=O)C(c1ccc(F)cc1)N(Cc1ccc(OC)cc1)C(=O)c1cnccn1 (configuration not stated)	i	i	-2	4	i	i	i	-8	i	-2	i
O=C(c1ccc(Cl)c(S(=O)(=O)N2CCOCC2)c1)N(c1ccccn1)C1CCCCC1	i	i	-1	2	i	i	i	-4	i	-2	i
S=C(NCCc1ccc(Cl)cc1)NCc1ccccc1	10*	i	-1	4	i	i	i	-13	i	5	i
N#Cc1c(Nc2ccccc2C(F)(F)F)s[nH]c1=O	i	i	-2	-10	i	i	i	-16	i	.	i
Cc1ccc(C)c(-c2ccc(=O)n(Cc3ccc(F)cc3Cl)n2)c1	i	i	0	0	i	i	i	-6	i	-1	i
Cc1ccc(C(C)C)c(OCC(O)CN2CCc3ccccc3C2)c1 (configuration not stated)	6*	i	3	-1	i	i	i	-20	i	.	i
CCOC(=O)N1CCC(N2C(=O)c3ccc(C(=O)Nc4ccc(OC)cc4)cc3C2=O)CC1	i	i	0	2	i	i	i	-7	i	.	i
COC(=O)C1=C(C)NC2=C(C(=O)CC(c3cccs3)C2)C1c1ccsc1 (configuration not stated)	i	i	-1	3	i	i	i	-5	i	-2	i
O=C1NC2C(NC(=O)N2C2CCCCC2)N1C1CCCCC1 (configuration not stated)	i	i	-3	4	i	i	i	-3	i	2	i
CCOc1ccccc1N1CCN(C(=O)c2c(Cl)cnn2C)CC1	i	i	3	1	i	i	i	-6	i	.	i
CCN(CC(=O)Nc1ccc(OC)cc1)CC(=O)Nc1ccc(Br)cc1F	i	i	-1	2	i	i	i	-10	i	-4	i
CC(=O)c1ccc(S(=O)c2ccccc2)cc1 (configuration not stated)	i	i	-2	2	i	i	i	-8	i	-5	i
CCC(C)N(C(=O)COC(=O)c1nc(Cl)ccc1Cl)C1CCS(=O)(=O)C1 (configuration not stated)	i	i	-5	-2	i	i	i	-14	i	-10	i
O=C(Nc1ccccc1)c1ccc2c(c1)OCCO2	i	i	0	-2	i	i	i	-7	i	-3	i

Single records, as listed above. Order of screens: KCNQ1 block | KCNK9 inh | GSK3A inh | GSK3beta inhib | PolyA inh | RGS4 pot | RGS4 inh | hERG protect | KCNK3 block | DYRK1A inh | KCNQ1 act
CCOc1ccc(OCC)c(NS(=O)(=O)c2ccc3c(c2)CCN3C(=O)C2CCC2)c1 in the list: i | i | -3 | -2 | i | i | i | -5 | i | 33 | i
CC(=O)c1ccc(S(=O)c2ccccc2)cc1 (configuration not stated) in the list: i | i | -2 | 2 | i | i | i | -8 | i | -5 | i

Going on with the list:
SMILES	KCNQ1 block	KCNK9 inh	GSK3A inh	GSK3beta inhib	PolyA inh	RGS4 pot	RGS4 inh	hERG protect	KCNK3 block	DYRK1A inh	KCNQ1 act
Cc1sc(N)c(C(=O)c2ccccc2)c1C	i	i	2	-1	i	i	i	-9	i	-6	i
O=C1CC(N2CCSCC2)C(=O)N1c1ccccc1 (configuration not stated)	i	i	-1	4	i	i	i	-3	i	-7	i
CN(C)S(=O)(=O)c1ccc(C(=O)NCC(=O)N/N=C/c2ccccc2Cl)cc1	i	i	0	-2	i	i	i	-4	i	-3	i
C=CCOc1ccc(-c2nc3c(c(=O)[nH]c(=O)n3CCCC)n2C)cc1Br	i	i	2	0	i	i	i	-4	i	1	i
CC(=O)OC1CCC(OC(C)=O)c2c1n([O-])c(C)c(C)[n+]2=O (configuration not stated)	i	i	-1	1	i	i	i	-4	i	2	i
C[C@@H](C(=O)N[C@@H](Cc1c[nH]c2ccccc12)C(=O)O)n1nnc2ccccc2c1=O	i	i	-2	-2	i	i	i	-4	i	-6	i
CCc1cccc(C)c1NC(=S)NCc1cccn1C	i	i	1	-25	i	i	i	-9	i	-7	i
CC(C#N)(Nc1ccc(Cl)cc1)c1cccnc1 (configuration not stated)	i	i	-4	3	i	i	i	-6	i	-1	i
CCOc1ccc(CCNC(=O)c2cc(C)nc3ccccc23)cc1OCC	i	i	-4	1	i	i	i	-6	i	-5	i
CCOC(=O)N1CCC(NC(=O)C2CCN(C(=O)N3CC(C)Oc4ccc(C)cc43)CC2)CC1 (configuration not stated)	i	i	-2	0	i	i	i	-5	i	4	i
O=[N+]([O-])c1cccc(NC2=NCCC2)c1	i	i	.	-5	i	i	i	-10	i	-1	i

These rows are one share of the data (hit frequency here may not be typical).
